TbREL1 primary = TbREL1 RNA ligase inhibitors, primary screen, biochemical, FRET fluorescence; RNA-editing ligase 1, mitochondrial (Trypanosoma brucei brucei), P86926; TbREL1 RNA ligation; inhibition, % at 9.66 µM; actives 0.49% (n = 89,000);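 active = inhibition above the mean inhibition across all screened compounds plus 3 SD, cut at about 11% in these data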;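 note: 0% = plate median of test wells and 100% = NSC42067 control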
Target sequence (P86926 whole entry, looked up): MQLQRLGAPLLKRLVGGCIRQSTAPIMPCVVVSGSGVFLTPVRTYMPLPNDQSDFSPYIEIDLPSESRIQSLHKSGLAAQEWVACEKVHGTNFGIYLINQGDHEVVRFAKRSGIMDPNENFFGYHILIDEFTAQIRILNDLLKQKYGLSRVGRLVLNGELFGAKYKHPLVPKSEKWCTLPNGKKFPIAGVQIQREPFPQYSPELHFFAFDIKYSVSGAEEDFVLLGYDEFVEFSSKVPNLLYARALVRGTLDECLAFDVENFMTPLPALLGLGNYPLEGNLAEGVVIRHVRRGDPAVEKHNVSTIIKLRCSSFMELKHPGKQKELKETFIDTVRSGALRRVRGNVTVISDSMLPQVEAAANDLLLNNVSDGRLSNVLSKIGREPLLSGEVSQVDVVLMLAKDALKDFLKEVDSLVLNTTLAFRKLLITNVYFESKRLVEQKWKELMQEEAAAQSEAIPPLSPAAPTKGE
Numbers without * were called inactive. Only part of the results is shown (hit frequency here may not be typical).

The first four entries, to show the layout:
item	SMILES	TbREL1 primary
1	CCN1CCN(Cc2ccc(NC(=O)c3cc(NC(=O)c4cnn(-c5ccccc5)c4N)cc(OC)c3)cc2C(F)(F)F)CC1	3
2	Cc1ccnc2nc(C(=O)Nc3nc(-c4ccccn4)cs3)nn12	-8
3	CCCn1nnnc1SCC(=O)c1ccc2c(c1)OCCO2	1
4	COc1ccccc1N(C)S(=O)(=O)c1ccc(C(=O)NC2CCCCC2)cc1	0

The list itself, previewed entries included:
item	SMILES	TbREL1 primary
1	CCN1CCN(Cc2ccc(NC(=O)c3cc(NC(=O)c4cnn(-c5ccccc5)c4N)cc(OC)c3)cc2C(F)(F)F)CC1	3
2	Cc1ccnc2nc(C(=O)Nc3nc(-c4ccccn4)cs3)nn12	-8
3	CCCn1nnnc1SCC(=O)c1ccc2c(c1)OCCO2	1
4	COc1ccccc1N(C)S(=O)(=O)c1ccc(C(=O)NC2CCCCC2)cc1	0
5	CCOc1cc(C2C(C(C)=O)=C(O)C(=O)N2CCc2c[nH]c3ccccc23)ccc1O (stereo unspecified)	-4
6	CN=C1SC(CC(=O)NCCc2ccc(OC)c(OC)c2)C(=O)N1C (stereo unspecified)	-2
7	COc1ccc(-n2nc(C(=O)NCC(=O)N3CCC(C)CC3)c3ccccc3c2=O)cc1	2
8	Cc1nn(Cc2ccccc2)c(C)c1NC(=O)c1ccc([N+](=O)[O-])cc1[N+](=O)[O-]	0
9	Cc1ccc(OCC(=O)NCCNC(=O)c2ccco2)cc1	1
10	CCOc1ccc(Nc2cc(C)nc(N3CCOCC3)n2)cc1	-1
11	C[C@H](C(=O)N(C)c1ccccc1)[C@@H](O)c1ccc(Cl)cc1	-2
12	N#Cc1ccc(/C=N/NC(=S)Nc2ccc(S(=O)(=O)N3CCOCC3)cc2)cc1	-2
13	COc1cc(C(=O)NCC2CCCO2)cc(Br)c1OCc1ccccc1 (stereo unspecified)	-2
14	N#CC1(NC(=O)COC(=O)c2cc(=O)[nH]c3ccccc23)CCCCC1	2
15	CC1CN(S(=O)(=O)c2cccc(C(=O)NCC(c3cccs3)N3CCOCC3)c2)CC(C)O1 (stereo unspecified)	-1
16	S=C(NCCc1ccccc1)N1CCN(C23CC4CC(CC(C4)C2)C3)CC1	-1
17	CC(=O)Nc1cccc(-c2ccnc3c2CC(C)(C(=O)NCc2cccc(Cl)c2)O3)c1 (stereo unspecified)	0
18	NC(=O)c1c(NC(=O)COC(=O)c2ccc(O)c(Cl)c2)sc2c1CCCC2	4
19	CC(=O)c1sc(NC(=O)Cc2c(F)cccc2Cl)nc1C	-2
20	COc1ccc(CCNC(=O)COc2nsnc2N2CCOCC2)cc1OC	-3
21	CCOc1ccccc1C(=O)OCC(=O)NCC1CCCO1 (stereo unspecified)	3
22	CN(c1cccc(Cl)c1)S(=O)(=O)c1cccc(C(=O)NC2=NCCS2)c1	3
23	CCc1ccc(Nc2n[n+](-c3ccccc3)c(-c3ccc(SC)cc3)s2)cc1	0
24	COc1ccccc1N1CCN(S(=O)(=O)CCNC(=O)CCCc2ccccc2)CC1	-2
25	O=C(NCCc1c[nH]c2ccccc12)OCc1cn(Cc2ccccc2F)nn1	0
26	COC(=O)C[C@H]1c2cc(C(F)(F)F)ccc2S(=O)(=O)N1Cc1ccc(OC)cc1	-1
27	Cc1cc(C)c(S(=O)(=O)N2CCN(C3CC(=O)N(c4ccccc4Cl)C3=O)CC2)c(C)c1 (stereo unspecified)	-2
28	COc1ccc2sc(-c3ccc(N(C)C)cc3)c(C#CCCO)c2c1	-3
29	O=C(O)c1ccccc1S(=O)(=O)Cc1ccccc1	-1
30	CCCCCCc1ccc(N2C[C@H](CCCCC)[C@@H](CC(=O)NCc3ccccc3)C2=O)cc1	1
31	CCC(C)NC(=O)CNC(=S)N(CCCN1CCOCC1)Cc1cccs1 (stereo unspecified)	-4
32	COc1cc(OC)cc(-c2c(-c3ccc(F)cc3)c3cc(-c4cccc5[nH]ccc45)ccc3n2C)c1	3
33	COc1ccc(NC(=O)CCN2CCCC(C)C2)cc1 (stereo unspecified)	-4
34	CC(=O)Nc1sc(C)c(C)c1C(=O)OCC(=O)N(CC(C)C)c1c(N)n(Cc2ccccc2)c(=O)[nH]c1=O	2
35	NS(=O)(=O)c1cccc(NC(=O)CSc2n[nH]c(-c3ccccc3Br)n2)c1	2
36	Cc1coc2cc3oc(=O)ccc3cc12	1
37	O=C(CC(=O)c1ccccc1)Nc1ccccc1	3
38	Cn1cccc1C(=O)NC(=O)COC(=O)C12CC3CC(CC(O)(C3)C1)C2	0
39	CC1(C)NC(=O)N(CC(=O)Nc2ccc(-n3cnnn3)cc2)C1=O	-3
40	Cc1ccc(Cl)cc1NC(=O)NCc1cccnc1	-1
41	Cc1c(Cl)cccc1NC(=O)CCCN1C(=O)CCC1=O	1
42	CC(=O)N1CCN(CCS(=O)(=O)c2ccc(Br)cc2)CC1	0
43	Cc1cc(C)c(-c2cc(C(=O)Nc3c(C)n(C)n(-c4ccccc4)c3=O)[nH]n2)c(O)c1	-4
44	CCOC(=O)C1CCN(S(=O)(=O)c2c[nH]c(=O)[nH]c2=O)CC1	-2
45	Cn1cnc([N+](=O)[O-])c1SCCO	2
46	O=C(c1ccc(S(=O)(=O)Nc2ccccc2Cl)cc1)N1CCCC1	-2
47	Cc1ccccc1C(=O)NC(=S)NC1CCS(=O)(=O)C1 (stereo unspecified)	0
48	COc1ccc(-c2cc(C(=O)Nc3cc(S(=O)(=O)N4CCOCC4)ccc3N3CCOCC3)c3ccccc3n2)cc1	-3
49	CC(=O)Nc1cccc(OCC(=O)Nc2ccc(F)cc2)c1	1
50	CC(=O)c1ccc(NC(=O)CSc2nnc(Cn3c(=O)sc4ccccc43)n2C)cc1	-5
51	CCCn1cnc2cc(NCc3ccccn3)ccc21	5
52	CCS(=O)(=O)Nc1cccc(C2=NN(S(=O)(=O)c3ccc(C)cc3)C(c3cccs3)C2)c1 (stereo unspecified)	0
53	CCC(C)NC(=O)C1CCC(=O)N(c2cc(OC)c(OC)c(OC)c2)C1c1ccc(OC)cc1 (stereo unspecified)	-1
54	O=C(O)c1cccc(NC(=O)c2cn(-c3ccccc3)nc2-c2ccc(F)cc2)c1	-1
55	Cc1ccc(Nc2nc3c([nH]2)c(=O)n(C)c(=O)n3C)cc1	4
56	N#Cc1ccc(COn2nnc3ccccc32)cc1	3
57	CC1Cc2ccccc2N1C(=O)COC(=O)C1(c2ccccc2F)CCCC1 (stereo unspecified)	-2
58	CCN(C(=O)COC(=O)[C@H](C)N=C1NS(=O)(=O)c2ccccc21)C1CCS(=O)(=O)C1 (stereo partly specified)	0
59	Cn1c(N)c(C(=O)COC(=O)c2nc(Cl)ccc2Cl)c(=O)n(C)c1=O	2
60	CCCC1CCC(c2nc(-c3cccnc3)no2)CC1 (stereo unspecified)	0

Gathered by group, the entries above containing a nitro group on carbon.
item	SMILES	TbREL1 primary
8	Cc1nn(Cc2ccccc2)c(C)c1NC(=O)c1ccc([N+](=O)[O-])cc1[N+](=O)[O-]	0
45	Cn1cnc([N+](=O)[O-])c1SCCO	2

More results follow.
item	SMILES	TbREL1 primary
61	CCc1cc2c(=O)[nH]c(Cc3ccc(Cl)cc3)nc2s1	2
62	CC(=O)c1ccc(S(=O)(=O)Nc2cccc(S(=O)(=O)NC3=NCCC3)c2)cc1	-1
63	CC(C)CN(C(=O)COC(=O)c1cccc2ccccc12)c1c(N)n(Cc2ccccc2)c(=O)[nH]c1=O	5
64	COc1ccc(NC2=NCC(=O)N2c2ccccc2)c(OC)c1	1
65	O=C(c1ccco1)N1N=C(c2cccs2)CC1c1cc([N+](=O)[O-])ccc1O (stereo unspecified)	0
66	Cc1ccc(NC(=O)CSc2nncs2)cc1Cl	4
67	O=C(COc1ccc2ccc(=O)oc2c1)N1CCc2ccccc21	2
68	Cn1c(N)c(C(=O)COC(=O)c2ccc(F)cc2Cl)c(=O)n(C)c1=O	1
69	COc1ccc(N2CCOCC2)c(NC(=O)c2ccc3c(c2)OCO3)c1	4
70	C#CCNC(=O)C[C@@H]1C[C@@]2(C(=O)OC)CCCCC=C2N(CCc2ccc(OC)c(OC)c2)C1=O	0
71	O=C(Nc1cccc(N=Cc2cc(Br)cc(Br)c2O)c1)c1ccco1	0
72	CCN(c1ccccc1)S(=O)(=O)c1cccc(C(=O)N2CCN(S(=O)(=O)c3ccccc3)CC2)c1	-2
73	O=C(Cn1c(NCCO)nc2ccccc21)NCCc1ccccc1	3
74	Nc1ccccc1C(O)(Cc1ccccc1)c1ccccc1 (stereo unspecified)	0
75	COc1ccc(CCN2CCCC(CN(C)C(=O)c3ccoc3C)C2)cc1 (stereo unspecified)	-4
76	COc1cc(CNc2ccc3c(c2)CCC3)cc(OC)c1O	1
77	CCOC(=O)CCN	4
78	Cn1c(=O)n(CCc2ccccc2)c(=O)c2c1nc1n2CCCN1Cc1ccccc1	-7
79	O=C(NNc1ccccc1)/C(=C\c1cccnc1)NC(=O)c1ccccc1	-1
80	CCOc1ccc2[nH]c(=O)c(CN(Cc3ccc(F)cc3)C(=O)N3CCCC3)cc2c1	5
81	CCCCCOC(=O)Cc1c(O)c2ccccc2n(C)c1=O	-1
82	Cc1ccc(-c2nn(-c3cc(Cl)ccc3[N+](=O)[O-])c(=O)c3ccccc23)cc1C	2
83	COCCNC(=O)CSc1nc2ccccc2c(=O)n1-c1cccc(OC)c1	-1
84	NC(=O)c1ncc(C(F)(F)F)cc1Oc1ccc(F)cc1	2
85	COc1cc(Cl)c(C)cc1NC(=O)CSc1nnc(-c2ccco2)n1CC(C)C	4
86	CCCCN(C(=O)CCN1C(=O)C2CC=CCC2C1=O)c1c(N)n(CCCC)c(=O)[nH]c1=O (stereo unspecified)	-3
87	Cc1ccc(-c2nnc(SCC(=O)OC(C)C)n2N)cc1	-3
88	CCN(c1cccc(C)c1)S(=O)(=O)c1cccc2nsnc12	3
89	Cc1csc(CNc2ncnc3ccc(-c4ccc5c(c4)OCO5)cc23)c1	4
90	Cc1ccccc1Nc1nc(N)nc(CN2CCN(Cc3ccc4c(c3)OCO4)CC2)n1	-3

Five records picked at random from those above, as already listed:
item	SMILES	TbREL1 primary
85	COc1cc(Cl)c(C)cc1NC(=O)CSc1nnc(-c2ccco2)n1CC(C)C	4
75	COc1ccc(CCN2CCCC(CN(C)C(=O)c3ccoc3C)C2)cc1 (stereo unspecified)	-4
83	COCCNC(=O)CSc1nc2ccccc2c(=O)n1-c1cccc(OC)c1	-1
82	Cc1ccc(-c2nn(-c3cc(Cl)ccc3[N+](=O)[O-])c(=O)c3ccccc23)cc1C	2
76	COc1cc(CNc2ccc3c(c2)CCC3)cc(OC)c1O	1

Continued:
item	SMILES	TbREL1 primary
91	CCn1c2ccccc2c2cc(/C=N/n3cn[nH]c3=S)ccc21	-4
92	COc1cccc(C(=O)COC(=O)COc2c(C)cc(C)cc2C)c1	1
93	Cc1cc(SCc2ccc([N+](=O)[O-])cc2)nc(=O)[nH]1	3
94	Cc1ccc(S(N)(=O)=O)cc1NC(=O)/C=C/c1ccc2c(c1)OCO2	1
95	CC(c1ccccc1)N1CCn2c(nc3cc(NC(=O)NC4CCCCC4)ccc32)C1 (stereo unspecified)	-4
96	CN1C(=O)C(O)(CC(=O)/C=C\c2ccc3c(c2)OCO3)c2ccccc21 (stereo unspecified)	3
97	COc1ccc(C(O)c2nc(-c3ccc(Cl)cc3)cs2)cc1 (stereo unspecified)	2
98	O=C(CCS(=O)(=O)c1cccc2nonc12)N1CCN(c2ccc(F)cc2)CC1	5
99	CC[n+]1c(C)n(C)c2cc(S(=O)(=O)N(C)C)ccc21	-1
100	C[C@H]1C2CC(OC(=O)Nc3ccc(C(F)(F)F)cc3)C(C2)[C@H]2CCCCN21 (stereo partly specified)	0
101	COCCn1cc(C(=S)N2CCOCC2)c2ccccc21	-4
102	O=C(COc1ccc(Cl)cc1)N1CCCCC1	3
103	Cc1ccc(Cl)cc1NC(=S)N(CCN(C)C)Cc1cccs1	-3
104	CCN1CC2=C(OC(N)=C(C#N)C2c2ccccc2)/C(=C\c2ccccc2)C1 (stereo unspecified)	-4
105	O=C1CC(NS(=O)(=O)c2cccnc2)CN1c1ccccc1 (stereo unspecified)	0
106	Cc1ccc(NCc2ccccc2O)cc1C	-3
107	COc1ccc(CNC(=O)C(C)NS(=O)(=O)c2ccc(C)cc2)cc1 (stereo unspecified)	0
108	COc1ccc(-c2cc(CNS(=O)(=O)c3cc(OC)ccc3OC)on2)cc1	-2
109	COc1ccc(/C=N/n2c(N)nc3ccccc32)cc1OC	-2
110	O=S(=O)(/N=C(\Sc1ccccc1)c1ccccc1)c1ccc(Cl)cc1	1
111	O=C(N/N=C/c1ccc2c(c1)OCO2)c1ccc(COc2cccc3cccnc23)cc1	4
112	COc1ccc(OCCOCCN2CCN(C)CC2)cc1	4
113	COc1ccc(NC(=O)CSc2nc(N)c(NC(=O)c3cccs3)c(=O)[nH]2)cc1	-6
114	COc1ccccc1OCCCC(=O)Nc1ccc(N2CCOCC2)cc1	-3
115	O=C(CSc1nnc(NC(=O)c2ccco2)s1)NC1CCCC1	7
116	Cc1cccnc1NC(=O)C1CCCN1S(=O)(=O)c1ccc(Cl)cc1 (stereo unspecified)	1
117	N#Cc1cc2ccccc2nc1SCc1ccccn1	-2
118	Cc1nc(C(=O)Nc2ccccc2)sc1C1(C)CC(c2cccc([N+](=O)[O-])c2)=NO1 (stereo unspecified)	1
119	O=C(NC1CCC(O)CC1)c1ccccc1OCc1ccc(F)cc1 (stereo unspecified)	-4
120	COc1ccc(-c2cc(-c3c(O)c(OC)c4occc4c3OC)[nH]n2)cc1	-4
121	Cc1ccc(-c2cc(C(F)F)n3ncc(C(=O)N4CCN(c5cccc(C)c5C)CC4)c3n2)cc1	3
122	c1ccc2c(c1)CCN(c1ncnc3c1[nH]c1ccccc13)C2	2
123	O=C(NC1CCCC1)c1ccc(CS(=O)(=O)c2ccc(Br)cc2)o1	2
124	CCN(C[C@H]1N[C@@](Cc2ccccc2)(C(=O)OC)[C@H]2C(=O)N(Cc3ccccc3)C(=O)[C@@H]12)C(=O)Nc1ccc(Cl)cc1	2

Screens: PubChem BioAssay, The Scripps Research Institute Molecular Screening Center
